Screens from PubChem.
RXFP1 ag – agonists of human relaxin receptor RXFP1; Q9HBX9; Potency, µM (top dose mostly 57.5 µM), inactives show at the top dose activation, actives largely listed as activators; HEK293T-RXFP1 cAMP TR-FRET, 30 min; response scale: percent of porcine relaxin response, buffer zero; 0.3% of 370,000 active; also: potency is read from the fitted curve at half-maximal effect; % is scaled to controls: 0 for no effect and ±100 for the full control effect; nearly all actives have a fitted effect of over 60% in size; many of its hits are not listed in these tables
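HEK293T cells stably expressing RXFP1 were pretreated with the PDE4 inhibitor Ro 20174, exposed to compounds for 30 min at 37C, lysed, and cAMP was read by TR-FRET. Data normalized to buffer (basal) and 29 nM porcine relaxin (100%).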
Vif-A3G inh – Vif-A3G binding inhibition | HeLa A3G-eYFP + Vif (tagged APOBEC3G with the HIV-1 protein that degrades it), YFP fluorescence, overnight | Potency, µM (highest dose often 46.1 µM), for the others: top-dose activity, negative = active, actives largely listed as inhibitors | Q9HC16 | 0.076% of 410,000 active;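 also: potency is read from the fitted curve at half-maximal effect; % is scaled to controls: 0 for no effect and ±100 for the full control effect; nearly all actives have a fitted effect of over 60% in size; hits raise eYFP signal because A3G escapes Vif-driven loss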
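HeLa cells stably expressing Vif and C-terminally eYFP-tagged A3G, seeded overnight at 37 deg C, then exposed to compound by pintool overnight at 37 deg C. Rise in yellow fluorescence (Ex 488/Em 500-530, Acumen) marks blocked Vif-driven A3G degradation.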
IDH1 R132H inh – inhibitors of human mutant IDH1 R132H. IDH1-R132H enzyme, NADPH consumption, diaphorase/resazurin fluorescence. 0.093% of 390,000 active. Potency, µM (top dose mostly 76.6 µM), for inactives: top-dose activity change, negative = inhibition, actives largely listed as inhibitors. O75874; also: potency is read from the fitted curve at half-maximal effect; % is scaled to controls: 0 for no effect and ±100 for the full control effect; nearly all actives have a fitted effect of over 65% in size
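IDH1-R132H (0.5 ug/mL) preincubated 30 min with compound, then NADPH (0.016 mM) and alpha-KG (2 mM) added; 80 min at RT, pH 7.5. Remaining NADPH coupled via diaphorase/resazurin to fluorescence (540/590 nm); concentration-response curves normalized to no-enzyme control.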
Vif-A3F inh – inhibitors of Vif-A3F interaction; HeLa A3F-eYFP + Vif (tagged APOBEC3F with the HIV-1 protein that degrades it), YFP fluorescence increase; Potency, µM (titrated, usually from 46.1 µM), inactives show top-dose activity, negative = active; 0.2% of 390,000 active; also: potency is read from the fitted curve at half-maximal effect; % of control where 0% means no effect; nearly all actives have a fitted effect of over 65% in size
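Fluorescence increase (Ex 488/Em 500-530) after overnight compound treatment at 37 deg C flags inhibition of Vif-driven A3F-eYFP loss in stable HeLa A3F-eYFP/Vif cells seeded overnight beforehand.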
TrxR1 substrate – rat thioredoxin reductase 1 substrate activity; O89049; purified TrxR1 substrate turnover, NADPH consumption readout; Potency, µM (series often up to 114 µM), without a hit: at the highest dose activity change, negative = substrate turnover; 0.01% of 390,000 active; AID 588456; also: potency is read from the fitted curve at half-maximal effect; % is scaled to controls: 0 for no effect and ±100 for the full control effect; nearly all actives have a fitted effect of over 50% in size
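Rat TrxR1, dispensed at 90 nM, was prereduced with 400 uM NADPH (final) for 5 min at ~22 deg C, then incubated with compound 15 min before 400 uM selenite. A first-read NADPH fluorescence drop versus no-compound background flagged substrates.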
USP1-UAF1 inh – inhibitors of human USP1/UAF1 deubiquitinase. 0.23% of 390,000 active. Potency, µM (doses to about 57.1 µM), for inactives: at the highest dose activity change, negative = inhibition, most hits filed as inhibitors. O94782. AID 743255. recombinant USP1/UAF1, Ub-Rhodamine cleavage fluorescence; also: potency is read from the fitted curve at half-maximal effect; % is scaled to controls: 0 for no effect and ±100 for the full control effect; nearly all actives have a fitted effect of over 60% in size; inactives centre near -12
Target sequence (O94782 whole entry, looked up): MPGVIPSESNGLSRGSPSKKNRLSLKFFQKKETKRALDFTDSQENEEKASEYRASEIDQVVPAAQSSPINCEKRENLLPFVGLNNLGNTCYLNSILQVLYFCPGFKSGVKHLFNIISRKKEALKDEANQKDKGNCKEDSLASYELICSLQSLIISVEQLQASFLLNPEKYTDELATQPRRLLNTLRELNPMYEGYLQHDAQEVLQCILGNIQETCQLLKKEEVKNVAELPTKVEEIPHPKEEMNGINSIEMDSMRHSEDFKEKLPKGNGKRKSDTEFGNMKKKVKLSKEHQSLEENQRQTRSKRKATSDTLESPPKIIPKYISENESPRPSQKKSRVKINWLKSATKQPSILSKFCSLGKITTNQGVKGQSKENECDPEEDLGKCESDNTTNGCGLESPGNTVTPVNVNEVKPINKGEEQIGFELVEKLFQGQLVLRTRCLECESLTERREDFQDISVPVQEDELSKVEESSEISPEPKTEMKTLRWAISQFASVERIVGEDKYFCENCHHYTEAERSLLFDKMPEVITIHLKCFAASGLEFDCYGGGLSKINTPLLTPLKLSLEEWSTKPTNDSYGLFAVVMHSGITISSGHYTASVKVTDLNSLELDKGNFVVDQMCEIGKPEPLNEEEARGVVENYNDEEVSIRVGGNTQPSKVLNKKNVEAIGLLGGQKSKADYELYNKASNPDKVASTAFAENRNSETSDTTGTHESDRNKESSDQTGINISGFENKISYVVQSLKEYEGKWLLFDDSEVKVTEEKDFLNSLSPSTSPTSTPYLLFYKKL
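Step one: compound is pinned into 1nM USP1/UAF1 in HEPES pH 7.8 buffer with TCEP. Step two: 15 min room-temperature incubation. Step three: Ub-Rho (150nM final) starts cleavage, tracked by fluorescence over six one-minute reads.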
PI4K2A inh – blocks human PI4K2A kinase activity; activity change, negative = inhibition, % at 76.9 µM; Q9BTU6; 0.13% of 420,000 active; purified PI4K2A, ADP-Glo luminescence, 1 h; active compounds read low; in the data active = activity change below about -50%; inconclusive = mostly about -30% to -49%;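 also: -100% = wells without enzyme as full effect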
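In this quantitative HTS, ADP production by PI4K2A was quantified luminescently after 1 h at ambient temperature; 100 microM adenosine served as plate-quality control.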
GRP78 ERSR act – induces the endoplasmic reticulum stress response in human glioma cells; U87-MG GRP78 promoter luciferase reporter, 16 h; Potency, µM, for the others: at the top dose activation, actives largely listed as activators; 0.02% of 420,000 active; AID 602332; also: potency is read from the fitted curve at half-maximal effect; series mostly up to about 76 µM; % of control where 0% means no effect; nearly all actives have a fitted effect of over 35% in size
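Stably transfected U87-MG glioma cells carrying a GRP78-based luciferase sensor; 16 h compound incubation. Luminescence end-point read 10 min after Bright-Glo addition at room temperature.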
LDHA inh – inhibitors of human lactate dehydrogenase A | P00338 | activity change, % (values are at about 110 or 230 µM) | AID 1347041 | purified LDHA, NADH/diaphorase-resazurin fluorescence; active compounds read low | 0.15% of 480,000 active; in the data active = activity change below about -30%; inconclusive = mostly about -25% to -30%;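 also: plate controls were DMSO wells for no effect and wells without enzyme for full effect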
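Enzyme activity of human lactate dehydrogenase 5 (2 nM; 0.06 mM NADH, 0.2 mM pyruvate, 5 min, RT) is measured via a resazurin/diaphorase fluorescence readout of residual NADH.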
* marks the source's active call; other numbers are inactive results; ? = inconclusive; nt = no result given; & = joins results of further samples; [ ] = another dose, or the depositor's remark. Unless noted, calls follow the shape of the dose curve; as a rule, active = well fitted curve in the direction sought with a large enough effect; inconclusive = small, poorly fitted or top-dose-only effect, or another doubt; inactive = no such curve, though single readings can be large; an effect the other way counts as inactive or inconclusive. This is a subset. The share of hits here may be higher or lower than overall.

cpd	SMILES	RXFP1 ag	Vif-A3G inh	IDH1 R132H inh	Vif-A3F inh	TrxR1 substrate	USP1-UAF1 inh	PI4K2A inh	GRP78 ERSR act	LDHA inh
1	Cc1ccc(OCC(=O)Nc2ccc3nc(SCC(=O)N(C)c4ccccc4)sc3c2)cc1	-0.3%	-0.8%	-5.0%	-8.5%	1.9%	-26.5%	4.1	0.3%	-1.2
2	COC(=O)c1cccc(NCN2C(=O)c3ccccc3C2=O)c1	2.4%	-0.2%	7.6%	8.8%	-4.8%	-14.7%	7.1	-3.0%	-3.9
3	COc1ccc(-c2cncnc2-c2ccc(OC)cc2O)cc1	0.9%	0.9%	-7.1%	4.5%	-8.6%	-8.5%	-0.2	-0.7%	0.2
4	Cc1ccc(OCC(=O)N2N=C(c3ccc(Cl)cc3)CC2c2ccco2)c([N+](=O)[O-])n1 (configuration not stated)	0.4%	1.2%	5.0%	-2.1%	-21.0%[57.1 µM]	-17.9%	1.8	0.9%	4.5
5	CS(=O)(=O)Nn1cnc2ccccc2c1=O	2.2%	0.1%	5.3%	-6.4%	8.1%[57.1 µM]	1.0%	-1.7	0.7%	-5.5
6	Cc1nnc(N2CCN(c3ccccc3)CC2)[nH]c1=O	0.8%	0.6%	-2.7%	-10.5%	-3.1%[57.1 µM]	-21.6%	1.8	-5.7%	-0.2
7	CCOC(=O)C1=C(C)c2ccccc2OC1C(=O)OCC (configuration not stated)	nt	-3.4%	0.3%	1.6%	-0.1%	-17.3%	4.6	-3.4%&-0.6%	0.7
8	CCOC(=O)CSc1nc(N2CCOCC2)c2c(c1C#N)CC(C)(C)OC2	0.7%	-0.8%	4.1%	-0.9%	13.8%	-16.0%	0.8	-2.8%	-1.4
9	COc1ccc(S(=O)(=O)Nc2c(C)nc3nc[nH]n3c2=O)cc1	5.3%&2.6%	-2.4%&3.1%	-3.4%&7.3%	6.7%&0.6%	11.4%&2.2%	-2.3%&-5.4%	4.1&1.6	-3.9%&-3.5%	-1.6&4.0
10	CC(=O)OCC1OC(OC(C)=O)C(NC(=O)c2cccnc2)C(OC(C)=O)C1OC(C)=O (configuration not stated)	1.6%	2.1%	-7.2%	6.1%	-5.2%	-2.8%	3.8	-2.0%	-3.2
11	O=S(=O)(CCc1nc2ccccc2o1)c1ccc(Cl)c(Cl)c1	3.2%	2.0%	8.3%	-0.1%	3.6%	-4.8%	-6.1	-2.3%	-1.2
12	COC(=O)NC1CSCC1OC(=O)CN1C(=O)c2ccccc2C1=O (configuration not stated)	0.2%	-4.4%	0.8%	2.8%	3.2%[57.1 µM]	-15.0%	-8.0	-3.8%	-0.5
13	CCc1cccc(C)c1NC(=S)N(CCN(C)C)Cc1cccs1	1.4%	-0.9%	0.3%	7.7%	5.2%[57.1 µM]	-1.5%	1.4	-3.6%	-2.7
14	COc1cc(C(=O)N2CCN(C)CC2)cc(OC)c1OC	0.4%	0.6%	-2.7%	-5.7%	7.6%	-17.8%	-9.2	0.1%	0.8
15	Cc1ccc(NC(=O)c2ccc3c(c2)CCN3S(C)(=O)=O)cc1	nt	-2.8%	0.2%	-4.2%	nt	-23.2%	5.6	-0.3%	-7.6
16	COc1ccc(N2CCN(Cc3nc4c(c(=O)n(C)c(=O)n4C)n3Cc3ccccc3C)CC2)cc1	nt	0.4%	18.3%	-12.7%	8.1%	-2.5%	-0.1	-2.0%	-1.7
17	CC(=O)N1CCN(S(=O)(=O)c2cccc(C(=O)Nc3ccc(C)cn3)c2)CC1	-1.1%	2.9%	1.1%	-10.2%	-9.1%	-8.8%	0.4	3.2%	-6.2
18	CC(C)C(=O)NCCc1nc2ccccc2n1CCCOc1ccc(Cl)cc1	-0.8%	1.3%	7.1%	3.4%	3.7%[57.1 µM]	4.3%	-1.6	-2.5%	-2.1
19	CCc1nc2c(OCc3ccc(OC(F)F)cc3)cccn2c1N(C)C(=O)c1cccs1	nt	-6.9%	nt	nt	nt	nt	-4.4	-4.0%	-3.6
20	COc1ccc(NC(=O)CS(=O)CC(=O)Nc2ccc(-n3cnnn3)c(C)c2)cc1 (configuration not stated)	1.3%	2.7%	-4.5%	4.4%	2.6%	-20.7%	-1.4	-0.3%	-5.2
21	N#C/C(=C\C1=C(N2CCOCC2)C(=C\c2ccc(Cl)cc2)/CC1)C(=O)Nc1ccccc1F	3.7%	-11.5%	5.0%	-1.5%	-6.4%	-19.4%	2.9	-2.6%	1.7
22	Cc1cc(C)nc(-n2nc(C)c(Br)c2Nc2ccc(Br)cc2)n1	-0.1%	-4.7%	12.6%	-1.4%	-6.2%	-4.3%	-4.2	-7.4%	-8.1
23	COc1ccc(-c2cc3ccc(O)cc3oc2=O)cc1OC	19.7%	-9.7%	-2.1%	2.0%	96.2%[activator]	-32.1%	-17.7	?	-2.4
24	Cc1ccc(S(=O)(=O)N(C)C)cc1NC(=O)COC(=O)C1CCN(S(=O)(=O)c2cccs2)CC1	1.6%	-1.2%	-7.5%	0.7%	4.1%	-19.1%	-0.1	-4.2%	-4.7
25	CC(C)CCOc1ccc(C2CC(=O)N(C)C2=O)cc1 (configuration not stated)	0.5%	2.9%	0.7%	0.6%	1.6%	-14.0%	-1.9	4.6%	0.5
26	COc1cc(OC)c(C(=O)NNC(=O)c2ccc(NS(=O)(=O)c3cccs3)cc2)cc1OC	nt	-2.1%	7.5%	2.1%	6.3%	-12.4%	0.4	-3.1%	-4.5
27	CS(=O)(=O)Nc1ccc(Oc2ncccn2)cc1	0.0%	0.1%	-7.4%	-4.8%	6.6%	-12.7%	0.5	-1.8%	-0.6
28	CCCc1nn(C)c(C(=O)Nc2ccc(C(C)(C)C)cc2)c1Cl	4.2%	-0.7%	3.1%	-17.2%	-11.7%	-2.6%	0.7	-1.9%	-1.6
29	CCc1ccc(OCC(=O)Nc2ccc(CN3CCCCC3)cc2)cc1	0.4%	-10.6%	12.3%	-15.0%	-0.5%	-5.6%	0.5	-6.1%	-7.1
30	COc1ccc(C(O)c2ncc(-c3cccc(OCc4ccccc4)c3)[nH]2)cc1F (configuration not stated)	nt	-6.3%	nt	nt	nt	nt	-2.9	-2.2%	-15.3
31	CCCN(C(=O)Cc1coc2cc(OC)ccc12)C1CCS(=O)(=O)C1 (configuration not stated)	nt	0.6%	6.1%	-11.5%	7.1%	-5.5%	-7.4	-2.6%	-6.4
32	CCN(C(=O)CN1CCN(Cc2ccccc2)CC1)c1c(N)n(Cc2ccccc2)c(=O)[nH]c1=O	3.4%	-3.1%	14.9%	3.4%	0.3%[57.1 µM]	-13.8%	3.1	-2.5%	-9.2
33	COc1ccc(C(=O)N2CCN=C2SC)cc1	-0.9%	-1.1%	6.7%	0.0%	-5.5%	1.5%	-4.0	0.6%	-4.0
34	CCOc1ccccc1NC(=O)CC1Nc2ccccc2NC1=O (configuration not stated)	0.2%	-48.3%	4.9%	0.9%	-10.4%	-5.9%	-4.4	-1.8%	2.6&8.8
35	CCN(CC)Cc1ccccn1	-2.2%	1.7%	1.5%	10.6%	10.0%[57.1 µM]	4.0%	-0.9	-1.5%	1.3
36	CCC1C(=O)N=C(SCC(=O)Nc2ccc(S(N)(=O)=O)cc2)NC1=O (configuration not stated)	2.5%	1.9%	0.0%	-1.0%	-1.2%	-10.2%	-7.2	-3.4%	-9.6
37	CN(CC(=O)Nc1ccc(F)cc1)C(=O)COC(=O)c1ccccc1	0.1%	0.4%	0.9%	0.8%	7.2%	0.1%	4.6	1.7%	-5.1
38	CCOC(=O)c1c(CN2CCOCC2)oc2ccc(OC(C)=O)cc12	-2.1%	-2.3%	9.9%	5.9%	5.4%[57.1 µM]	-8.9%	-1.5	-6.3%	-4.9
39	COc1ccc(CCNC(=O)c2ccc3c(c2)sc2nc(-c4ccc(C)cc4)cn23)cc1OC	24.0%	5.9%	-7.0%	-13.2%	-1.1%	?	-0.4	2.3%	-4.3
40	COC(=O)c1ccc(C(=O)OC)c(NC(=O)C(C)C)c1	4.6%	0.5%	-8.3%	-0.2%	13.9%	-13.6%	1.1	-3.4%	-11.0
41	Cc1ccc(S(=O)(=O)/N=C(/Nc2ccc([N+](=O)[O-])cc2)c2ccccc2)cc1	3.4%	3.4%	-14.7%	8.0%	-11.0%	-9.5%	-1.6	-1.6%	0.3
42	c1ccc(C2CCCN(Cc3nc(CC4CC4)no3)CC2)cc1 (configuration not stated)	4.6%	-0.7%	0.2%	16.6%	10.8%[57.1 µM]	?	2.0	9.3%	-11.3
43	CC(=O)Oc1ccc(-c2ccc(C(=O)NCCc3ccc(S(N)(=O)=O)cc3)cc2)cc1	4.5%	3.8%	3.0%	?	7.2%	?	?	1.5%	-12.9
44	O=C(O)COc1ccc(-c2nc(-c3ccccc3)c(-c3ccccc3)[nH]2)cc1	1.8%	-0.4%	1.7%	6.0%	142.6%[activator]	-12.1%	1.3	-2.6%	-2.9
45	O=C(COC(=O)c1ccc(Br)o1)NCCCc1ccccc1	0.8%	-0.5%	5.0%	4.9%	2.7%	-19.9%	0.6	-5.4%	-6.9
46	CCCCCCCSc1nnc(N)s1	2.1%	0.2%	-0.7%	4.3%	3.7%[57.1 µM]	?	1.0	8.3%	-4.8
47	Cc1cc(C(=O)CN2CC(C)OC(C)C2)c(C)n1-c1ccccc1 (configuration not stated)	-0.8%	4.4%	-4.9%	-4.0%	1.3%	-17.0%	2.3	2.4%	1.6
